Pf growth 48h: inhibits P. falciparum growth in the first generation, 48 h; P. falciparum luciferase growth in erythrocytes, 48 h; Potency, µM (doses to about 28.7 µM), inactives show at the top dose activity change, negative = inhibition, actives largely listed as inhibitors; actives 5.9% (n = 310,000); further: potency means the concentration at half of the fitted maximal effect; on the % scale 0 is the no-effect control and ±100 the full control effect
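A one-generation exposure of luciferase-tagged malaria parasites in RPMI 1640/Albumax erythrocyte culture, 37 C and 5% CO2. Inhibition is inferred from decreased luminescence after adding detection reagent.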
Tb PYK inh: inhibitors of Trypanosoma brucei pyruvate kinase; TbPYK enzyme, Kinase-Glo Plus ATP luminescence, 45 min; AID 624173; Potency, µM (top dose mostly 76.8 µM), inactives show at the highest dose activity, negative = inhibition, actives largely listed as inhibitors; actives 0.12% (n = 410,000); further: potency means the concentration at half of the fitted maximal effect; on the % scale 0 is the no-effect control and ±100 the full control effect; nearly all actives have a fitted effect of over 50% in size
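Assay buffer: 50 mM TEA pH 7.2, 100 mM KCl, 10 mM MgCl2, 0.05% BSA, 0.01% Tween-20. Pyruvate kinase from T. brucei plus substrate met compound, then ADP (130 uM final). Luminescence was read post 45 min RT.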
Cycloheximide cs: affects cycloheximide protein synthesis inhibition readout, counter-screen. cell reporter, cycloheximide protein synthesis inhibition counterscreen. max response, %. actives 12% (n = 300,000). AID 2314; in the data active means max response mostly above about 13%, no sharp cut-off; inactive means mostly below about 14%; further: read at 38.3 µM for the half of the compounds with a filed dose; 0% is about no effect
Shiga inhibitor: blocks Shiga toxin action in Vero cells | AID 2315 | Vero cells, Shiga toxin protein synthesis inhibition reporter | actives 9.2% (n = 290,000) | inhibition, % at 38.7 µM; in the data active means inhibition mostly above about 28%, no sharp cut-off; inactive means mostly below about 43%; further: 0% is about no effect
AmpC no deterg: AmpC beta-lactamase inhibition without detergent. AmpC nitrocefin hydrolysis, absorbance 480 nm, 0.0001% Triton. actives 0.52% (n = 330,000). Potency, µM (titrated, usually from 57.1 µM), without a hit: at the top dose activity change, negative = inhibition, hits mostly inhibitors;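 further: potency means the concentration at half of the fitted maximal effect; plate controls were no compound for no effect and no enzyme for full effect; nearly all actives have a fitted effect of over 20% in size; some results filed as inactive show a strong effect at the top dose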
Target sequence (P00811 whole entry, looked up): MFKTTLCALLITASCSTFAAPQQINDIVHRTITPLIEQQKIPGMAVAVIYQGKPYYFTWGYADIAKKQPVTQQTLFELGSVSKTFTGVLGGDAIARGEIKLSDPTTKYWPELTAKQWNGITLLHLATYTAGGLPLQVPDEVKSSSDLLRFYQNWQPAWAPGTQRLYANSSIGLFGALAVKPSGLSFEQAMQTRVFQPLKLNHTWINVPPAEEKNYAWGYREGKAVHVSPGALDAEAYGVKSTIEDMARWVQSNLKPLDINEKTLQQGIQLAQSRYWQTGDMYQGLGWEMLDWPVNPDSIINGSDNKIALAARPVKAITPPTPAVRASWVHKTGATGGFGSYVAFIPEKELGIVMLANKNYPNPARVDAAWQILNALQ
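AmpC (5.3 nM in the dispensed reagent) in 20 mM phosphate pH 7.0 with 0.01% (detergent screen) or 0.0001% Triton X-100 was preincubated with compounds for 15 min at room temperature. Nitrocefin was then added from an 800 uM solution, and hydrolysis was followed at 480 nm.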
LmPK inh: inhibitors of Leishmania mexicana pyruvate kinase. AID 1721. purified LmPK, Kinase-Glo ATP luminescence, 1 h. actives 0.37% (n = 290,000). Q27686. Potency, µM (top dose mostly 57.5 µM), for inactives: top-dose activity change, negative = inhibition, most hits filed as inhibitors; further: potency means the concentration at half of the fitted maximal effect; on the % scale 0 is the no-effect control and ±100 the full control effect
Target sequence (Q27686 whole entry, looked up): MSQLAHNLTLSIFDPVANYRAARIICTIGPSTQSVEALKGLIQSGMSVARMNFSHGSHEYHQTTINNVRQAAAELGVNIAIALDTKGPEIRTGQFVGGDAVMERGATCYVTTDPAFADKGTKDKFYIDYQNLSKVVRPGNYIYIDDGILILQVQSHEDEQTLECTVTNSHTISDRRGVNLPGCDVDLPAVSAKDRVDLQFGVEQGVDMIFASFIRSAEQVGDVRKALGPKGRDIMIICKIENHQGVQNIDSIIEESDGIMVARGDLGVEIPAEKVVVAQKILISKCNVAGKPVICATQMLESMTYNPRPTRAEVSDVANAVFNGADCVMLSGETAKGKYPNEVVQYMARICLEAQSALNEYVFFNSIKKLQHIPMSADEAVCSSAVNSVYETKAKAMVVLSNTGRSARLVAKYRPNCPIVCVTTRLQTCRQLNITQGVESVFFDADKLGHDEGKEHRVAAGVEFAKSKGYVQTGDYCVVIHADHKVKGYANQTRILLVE
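0.1 nM LmPK, 0.5 mM PEP, 0.1 mM ADP; 50 mM imidazole pH 7.2, 7 mM MgCl2, 50 mM KCl; 1 h RT. Kinase-Glo luminescence readout, normalized to no-enzyme (full inhibition) and uninhibited wells.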
Pf growth 96h: inhibits malaria parasite growth, 96 h. actives 6.9% (n = 320,000). P. falciparum luciferase reporter growth, 96 h. Potency, µM (highest dose often 28.7 µM), for the others: at the top dose activity change, negative = inhibition, hits mostly inhibitors. AID 504834; further: potency means the concentration at half of the fitted maximal effect; on the % scale 0 is the no-effect control and ±100 the full control effect
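Readout is luminescence from an integrated firefly luciferase in P. falciparum. Red cells, 2% hematocrit and 0.05% parasitemia final, were cultured with compound through two parasite generations (96 hours) at 37 C, 5% CO2.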
* = called active by the depositor; i = inactive; ? = inconclusive; · = not tested or not shown; & = joins results of further samples; [ ] = another dose, or the depositor's remark. Unless noted, the call rests on the fitted dose curve; in most records, active means well fitted curve in the direction sought with a large enough effect; inconclusive means small, poorly fitted or top-dose-only effect, or another doubt; inactive means no such curve, though single readings can be large; an effect the other way counts as inactive or inconclusive. Random draw from the library, and some 22% of all compounds hit somewhere here.

SMILES	Pf growth 48h	Tb PYK inh	Cycloheximide cs	Shiga inhibitor	AmpC no deterg	LmPK inh	Pf growth 96h
COc1ccc(CC(=O)OCC(=O)Nc2cccc(C(C)=O)c2)cc1OC	39%[activator]	4%	·	·	-2%	·	24%
CN1CCN(c2nc3c(c(=O)[nH]c(=O)n3C)n2Cc2cccc3ccccc23)CC1	?	7%	-2	-13	22%	-1%	·
Cc1ccc(C2CC(=O)NC(SCc3ccccc3)=C2C#N)o1 (stereo not drawn)	?	-17%	31	-18	-26%	2%	?
COc1ccc(S(=O)(=O)N2CCC(C(=O)N3CCC(C(N)=O)CC3)CC2)cc1Cl	?	-4%	1	-3	-4%	10%	-6%
O=C(O)c1cc(Cl)nc2ccccc12	22%	6%	-2	-8	0%	6%	24%
CCCCCC(=O)N1CCN(CCN=CC2=C(O)CC(c3cccs3)CC2=O)CC1 (stereo not drawn)	·	-5%&-6%	-3	-20	106%[activator]	12%	90%[activator]
Cc1ccc(N2CCN(c3ccc([N+](=O)[O-])cn3)CC2)c(C)c1	-9%[0.00184 µM]	1%	-5	-5	-37%	-2%	2%
CCOC(=O)[C@@H](C)NS(=O)(=O)N(Cc1ccccc1)[C@H](C(=O)OC)C(C)C	-23%	-8%	·	·	22%	·	18%
O=C(CCNC(=O)c1ccco1)Nc1ccccc1N1CCOCC1	16%	-2%	11	11	-21%	7%	-27%
CCC(=O)Nc1ccc(C(=O)Nc2c[nH]c(=O)[nH]c2=O)cc1	6%	3%	-1	-16	-3%	-2%	-10%

Reformatted: five of the compounds above
mol | Pf growth 48h | Tb PYK inh | Cycloheximide cs | Shiga inhibitor | AmpC no deterg | LmPK inh | Pf growth 96h
COc1ccc(CC(=O)OCC(=O)Nc2cccc(C(C)=O)c2)cc1OC | 39%[activator] | 4% | · | · | -2% | · | 24%
CN1CCN(c2nc3c(c(=O)[nH]c(=O)n3C)n2Cc2cccc3ccccc23)CC1 | ? | 7% | -2 | -13 | 22% | -1% | ·
Cc1ccc(C2CC(=O)NC(SCc3ccccc3)=C2C#N)o1 (stereo not drawn) | ? | -17% | 31 | -18 | -26% | 2% | ?
COc1ccc(S(=O)(=O)N2CCC(C(=O)N3CCC(C(N)=O)CC3)CC2)cc1Cl | ? | -4% | 1 | -3 | -4% | 10% | -6%
O=C(O)c1cc(Cl)nc2ccccc12 | 22% | 6% | -2 | -8 | 0% | 6% | 24%

(more compounds)
SMILES	Pf growth 48h	Tb PYK inh	Cycloheximide cs	Shiga inhibitor	AmpC no deterg	LmPK inh	Pf growth 96h
CNCc1cc(Br)c(OCC(=O)Nc2ccccc2OC)c(OC)c1	?	-8%	-2	-8	68%[activator]	4%	-7%
CCOc1ccccc1NC(=O)NNS(=O)(=O)c1cc(OC)ccc1OC	-7%	4%	0	-4	-12%	2%	-3%
N#Cc1nc(-c2ccccc2F)oc1NC1CCCCC1	·	-6%	15	72	-18%	5%	2%
CN(CC(=O)Nc1ccccc1C(F)(F)F)C(=O)C1CCN(C(=O)c2ccc(Cl)cc2)CC1	-29%	-1%	·	·	66%[activator]	·	-16%
O=C(NNC(=O)c1ccccc1[N+](=O)[O-])c1ccccn1	?	0%	4	9	0%	-5%	38%
COc1ccccc1C(=O)NNC1=C(C(=O)C(F)(F)F)CCC1	-1%	6%	17*	84*	2%	0%	3%
COc1cc(C(O)c2nc3ccccc3n2C(C)C)cc(OC)c1OC (stereo not drawn)	-69%	-2%	3	-6	-11%	-4%	-27%
CN(C)CCCN1C(=O)CSC1c1ccc([N+](=O)[O-])cc1 (stereo not drawn)	-1%	-2%	-4	-10	-13%	-2%	24%
Cc1nc2nc(SCC(=O)NCCCN3CCCCC3)nn2c(C)c1Cc1ccccc1	?	-1%	-7	-8	11%	2%	-18%
Oc1c(C(Nc2cccc(C(F)(F)F)c2)c2ccncc2)ccc2cccnc12 (stereo not drawn)	1.9µM*	117%[activator]	-3	-12	-38%	2%	?
Cc1cccnc1NCc1ccc(O)c2ncccc12	?	-3%	2	-11	-17%	6%	34%[activator]
C/C(=C\c1ccc2c(c1)OCO2)C(=O)c1c(C)cc(C)[nH]c1=O	7%	0%	-1	-11	-12%	4%	?
CC(=O)OCC1OC(OC(C)=O)C(NC(=O)c2cccnc2)C(OC(C)=O)C1OC(C)=O (stereo not drawn)	4%	5%	-3	-3	-7%	-3%	50%[activator]
COC(=O)C1=C(CSc2nc3ccccc3o2)NC(=O)NC1c1cc(C)ccc1C (stereo not drawn)	?	-6%	-1	-8	-13%	0%	·
O=C1OC(c2ccc(Br)cc2)=N/C1=C\N1CCCCC1	106%[activator]	-2%	23*	66*	-12%	4%	?
CCCCc1c(O)nc(SCC(=O)N2CCCCC2)n(-c2ccccc2C)c1=O	15%	-6%	-3	23	-20%	1%	·
CCn1ncc(S(=O)(=O)Nc2cccnc2)c1C	9%	5%	-2	-4	-20%	-1%	?
Cn1cc([N+](=O)[O-])c(C(=O)NC2CCCCCCC2)n1	36%[activator]	·	6	7	17%	-1%	-26%
COC(=O)c1cccc(NC(=O)Cc2ccc(OC)cc2)c1C	·	3%	0	-13	-12%	-2%	-18%
CC(=O)Nc1cccc(NC(=O)CS(=O)(=O)c2cn(CC(=O)N3CCOCC3)c3ccccc23)c1	6%	-4%	5	2	-37%	1%	25%
CCCCN1C(=O)c2ccccc2C1C(=O)NC1CCCC1 (stereo not drawn)	17%	1%	-3	-9	3%	3%	?
Cc1ccc(C)c(NC(=O)CSc2nc3c(c(=O)n2C)SC(C)C3)c1 (stereo not drawn)	?	-5%	-2	-3	-1%	1%	?
O=C(Nc1nnc(C2CC2)s1)C1COc2ccccc2O1 (stereo not drawn)	i	-2%	34*	75	-27%	0%	235%[activator]
Nc1c(C(=O)CSc2n[nH]c(-c3ccccc3)n2)c(=O)[nH]c(=O)n1C1CC1	2%	2%	·	·	-8%	·	1%
O=C(O)Cc1ccc(NC(=O)c2ccc(NC(=O)c3ccco3)cc2)cc1	·	-1%	-1	18	-24%	-6%	9%
CCOC(=O)CSc1nnc2n1C(C)(C)Cc1ccccc1-2	-13%	2%	1	-10	-1%	-1%	?
Cc1ccc(NC(=O)CN(C)C(=O)COc2c(Cl)cc(Cl)c3ccc(C)nc23)cc1	4.1µM*	-15%	-3	-13	24%	4%	1.7µM*
CCN(CC)c1ccc(/C=N/NC(=O)c2cccc(S(=O)(=O)Nc3ccccc3OC)c2)cc1	?	5%	1	-3	-30%	0%	0%
Nc1ncc(Br)cc1S(=O)(=O)NCCC(=O)N1CCN(c2ncccn2)CC1	?	1%	-2	-14	16%	-2%	?
O=C(COC(=O)c1cc(=O)c2ccccc2o1)NC1CCCC1	53%[activator]	1%	12	-3	0%	0%	29%
CC1CN(C(=O)c2cccc(S(=O)(=O)Nc3ccc(Cl)cc3)c2)CC(C)O1 (stereo not drawn)	1%	2%	9	-11	6%	-1%	0%
COc1cccc(C2NC(C)(C(=O)O)C3C(=O)N(C(C)C)C(=O)C23)c1O (stereo not drawn)	·	0%	-7	-14	-8%	10%	-33%
c1cnc2c(OCc3nc4ccccc4[nH]3)cccc2c1	53%[activator]	7%	62*	78*	-46%	-6%	8.3µM*
COC(=O)C(Cc1ccc(O)cc1)NC(=O)CCc1nc2ccccc2s1 (stereo not drawn)	0%	-13%	-7	-5	4%	2%	?
COc1ccc(CC(=O)N2CCc3ccccc3C2)cc1	12%	1%	22*	24*	-5%	1%	8.3µM*
COc1ccc(S(=O)(=O)c2snnc2C)cc1	·	3%	1	-2	-18%	0%	14%
CNC(=O)N(O)C1N(/N=C/c2ccc(N(C)C)cc2)C(=S)SC1(C)C (stereo not drawn)	-18%[0.00184 µM]	-5%	-3	6	1%	0%	4%
Cc1ccc(C(C)NC(=O)c2cc3cc(Br)ccc3oc2=N)cc1 (stereo not drawn)	?	-11%	-1	-24	-21%	-7%	-14%
COc1ccc(CCNc2nc3c(c(=O)n(C)c(=O)n3C)n2C)cc1OC	6%	-2%	-2	-10	-8%	1%	28%
CC1CN(C(=O)c2ccccc2Sc2ccccc2C#N)CC(C)O1 (stereo not drawn)	-9%	3%	-1	-14	-4%	1%	·
O=C(CCl)Nc1cccc(S(=O)(=O)NC2=NCCC2)c1	3.3µM*	1%	10	-7	-15%	-1%	4.7µM*
COc1cccc(C(=O)Nc2cccc(NC(=O)c3cccs3)c2)c1	9%	-3%	11*	19	?	-1%	?
O=C(CSc1ccc(Cl)cc1)Nc1ccc(N2CCN(c3ccccc3)CC2)c(F)c1	41%[activator]	-4%	-2	-10	-15%	0%	35%[activator]
COc1ccc(OC)c(NC(=O)CC2C(=O)NCCN2C(=O)Nc2cccc(Cl)c2)c1 (stereo not drawn)	·	0%	-1	-18	106%[activator]	1%	-20%
COc1ccc(S(=O)(=O)N2CCOC2CNC(=O)C(=O)NCCc2ccccc2)cc1OC (stereo not drawn)	-7%	-2%	-3	1	26%	0%	-8%
O=C(NC(=S)NC1CCSC1=O)c1ccccc1F (stereo not drawn)	29%	11%	25*	24	-14%	5%	26%
O=C(CCNC(=O)c1ccco1)Nc1ccc(Cl)cc1F	9%	-16%	31	-8	-12%	0%	31%
CCOc1ccc(NC(=O)C(CC)n2nc(C)c3c(C)n(-c4ccccc4)nc3c2=O)cc1 (stereo not drawn)	?	0%&1%	-9	-5	5%	-3%	13µM*
Cc1ccc(N(Cc2ccccc2)C(=O)c2cccc(S(=O)(=O)N3CCN(C)CC3)c2)cc1	?	-2%	·	·	203%[activator]	·	?
C=CCNC(=O)CN1c2cccc3cccc(c23)S1(=O)=O	12%	-10%	1	10	1%	5%	52%[activator]
(continued)
SMILES	Pf growth 48h	Tb PYK inh	Cycloheximide cs	Shiga inhibitor	AmpC no deterg	LmPK inh	Pf growth 96h
C=C1CC[C@H](O)C/C1=C/C=C1\CCC[C@]2(C)[C@@H]([C@H](C)CCCC(C)(C)O)CC[C@@H]12	?	1%	·	·	·	·	-24%
Cn1ncc2c(NNC(=O)c3ccc(Cl)c(Cl)c3)ncnc21	-29%	-16%	8	13	-14%	1%	?
CN(C)CCn1c(NCc2ccc3c(c2)OCO3)nc2ccccc21	33%	-5%	-3	-4	-13%	-1%	21%
COc1ccccc1NC(=O)N1CCCC(C(=O)Nc2cccc(C)c2C)C1 (stereo not drawn)	0%	9%	9	11	12%	-2%	8.3µM*
COc1cc(S(=O)(=O)NCc2ccccc2)ccc1-n1cnnn1	44%	-3%	-5	-6	-9%	8%	31%[activator]
CCNCCNC(=O)c1c(O)c2c([nH]c1=O)CCCC2	-15%	5%	1	-14	-3%	-5%	12%
CCN1N=C(C)C=C(c2ccccc2)n2c1nc1ccccc12	4%	-4%	-1	15	18%	-1%	6%
Cc1ccc2nc(SCc3ccccc3)c(C=O)c(=O)n2c1	-6%	4%	-3	9	-1%	0%	-7%
CCOC(=O)c1c(NC(=O)CSc2nnc3ccccn23)sc2c1CCC2	2%	1%	-1	-8	80%[activator]	1%	?
O=C(NCCN1C(=O)S/C(=C\c2ccc(Cl)c(Cl)c2)C1=O)C1COc2ccccc2O1 (stereo not drawn)	-19%	8%	1	18	-22%	2%	-12%

From PubChem
